Assay outcomes deposited in PubChem by several laboratories.
FXIIa inh: blocks human coagulation factor XIIa protease activity. P00748. purified FXIIa, Boc-QGR-AMC fluorogenic substrate, 2 h. inhibition, % at 5 µM. 220,000 tested, 0.3% active. AID 800; in the data active = inhibition above about 40%;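 also: 0% = enzyme with no compound and 100% = blank without enzyme; many of its hits are not listed in these tables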
zVAD death inh: blocks zVAD induced death of L929 cells. L929 zVAD necroptosis rescue, ATP luminescence, 24 h; with zVAD 60 µM. viability rescue, % at 10 µM. 220,000 tested, 0.38% active. AID 1377;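 active = activation, scaled between plate controls, above about 75%, limit read from the data; inactive = activation under that limit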;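 also: 0% = zVAD with DMSO and 100% = DMSO alone without zVAD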
Thrombin inh: inhibitors of human thrombin. inhibition, % at 5 µM. 220,000 tested, 0.26% active. AID 1046. alpha-thrombin, Boc-VPR-AMC fluorogenic substrate cleavage;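 active = inhibition at or above 40%; inactive = inhibition below 40%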;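 also: 0% = enzyme with no compound and 100% = wells without enzyme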
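System – human alpha-thrombin · Medium – pH 7.5 Tris (50 mM) with NaCl 150 mM, Tween 20 0.05% · Compound – single-point dosing at 5 µM, 0.2% DMSO · Incubation – enzyme reaction carried out at room temperature · Technique – fluorescence of released AMC, ex 355 nm, em 460 nm · Read-out basis – % inhibition of thrombin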
Cl transport mod: modulators of human KCC2 chloride dependent transport. Q9H2X9. KCC2 cells, thallium flux FluoZin-2 fluorescence. B-score of Tl+ flux slope (higher = more flux/activation; lower = inhibition) at 10 µM. 190,000 tested, 2.2% active;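 active = thallium flux slope and its plate-corrected score both differing from the plate sample mean at a set confidence after two filtering rounds, in either direction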;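 also: slope of fluorescence scaled to starting intensity during 10 to 20 s after thallium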
Target sequence (Q9H2X9 whole entry, looked up): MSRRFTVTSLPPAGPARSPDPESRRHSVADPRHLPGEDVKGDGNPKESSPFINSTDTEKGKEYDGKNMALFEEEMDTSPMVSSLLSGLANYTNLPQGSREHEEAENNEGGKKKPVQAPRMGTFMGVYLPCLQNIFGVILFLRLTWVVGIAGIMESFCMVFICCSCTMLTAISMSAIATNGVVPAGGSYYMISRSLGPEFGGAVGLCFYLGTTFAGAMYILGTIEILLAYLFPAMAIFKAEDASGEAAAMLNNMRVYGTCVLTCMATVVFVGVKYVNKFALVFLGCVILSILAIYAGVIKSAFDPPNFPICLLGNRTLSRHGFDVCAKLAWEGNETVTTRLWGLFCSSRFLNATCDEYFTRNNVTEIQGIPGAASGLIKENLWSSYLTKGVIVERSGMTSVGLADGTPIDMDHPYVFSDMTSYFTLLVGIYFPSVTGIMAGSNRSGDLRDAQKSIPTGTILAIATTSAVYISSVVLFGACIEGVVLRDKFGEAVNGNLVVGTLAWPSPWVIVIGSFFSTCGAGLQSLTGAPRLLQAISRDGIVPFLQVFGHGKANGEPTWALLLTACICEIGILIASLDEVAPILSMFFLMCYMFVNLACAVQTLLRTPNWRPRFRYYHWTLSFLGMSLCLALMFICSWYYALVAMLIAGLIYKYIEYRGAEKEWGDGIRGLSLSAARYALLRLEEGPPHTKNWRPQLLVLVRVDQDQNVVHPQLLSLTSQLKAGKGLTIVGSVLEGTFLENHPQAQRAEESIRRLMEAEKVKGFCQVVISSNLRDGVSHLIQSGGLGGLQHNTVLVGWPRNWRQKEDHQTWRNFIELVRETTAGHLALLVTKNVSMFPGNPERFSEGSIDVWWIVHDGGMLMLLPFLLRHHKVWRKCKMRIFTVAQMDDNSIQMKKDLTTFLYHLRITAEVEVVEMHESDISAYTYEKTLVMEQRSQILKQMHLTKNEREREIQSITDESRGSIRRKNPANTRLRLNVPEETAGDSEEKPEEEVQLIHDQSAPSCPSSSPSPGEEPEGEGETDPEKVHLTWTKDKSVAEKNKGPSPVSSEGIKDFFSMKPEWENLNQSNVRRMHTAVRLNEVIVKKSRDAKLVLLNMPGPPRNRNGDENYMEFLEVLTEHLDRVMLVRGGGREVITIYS
Hck Nef HTS: human Hck-Nef kinase inhibition; Recombinant Hck-YEEI plus Nef, Z-Lyte FRET kinase assay; 220,000 tested, 0.68% active; P08631; inhibition, % at 20 µM;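 active = Hck-Nef kinase inhibition above about 50%, limit read from the data; inactive = inhibition below that limit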;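 also: 0% = DMSO with Hck plus Nef and 100% = Hck alone without Nef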
TNF death inh: blocks TNF-alpha induced death of Jurkat FADD-/- cells. 220,000 tested, 0.068% active. AID 463075. Jurkat FADD-/- TNF necroptosis rescue, ATP luminescence, 24 h; 0 = TNF only, 100 = no-TNF cells. activation (protection from cell death), % at 10 µM;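 active = activation, meaning protection from cell death, of at least 50% relative to plate controls; inactive = activation below 50%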;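 also: necroptosis triggered by 40 ng/mL TNF-alpha added together with compound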
FXIa inh: inhibitors of human coagulation factor XIa. 220,000 tested, 0.14% active. inhibition, % at 5 µM. AID 798. purified FXIa, Boc-Glu-Ala-Arg-AMC fluorogenic substrate;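 active = inhibition of at least 40%; inactive = inhibition below 40%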;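 also: fluorescence of freed AMC excited at 355 nm; 0% = enzyme without compound and 100% = no enzyme blank; many of its hits are not listed in these tables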
hK5 inh: inhibitors of human kallikrein 5; AID 873; recombinant hK5, fluorogenic AMC substrate cleavage; 210,000 tested, 0.59% active; Q9Y337; inhibition, % at 5 µM;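 active = inhibition of 40% or more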;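 also: 0% = enzyme controls without compound and 100% = no-enzyme blanks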
Rad51 HR inh: blocks human Rad51 in homologous recombination; Q06609; hRad51 DNA strand exchange, fluorescence dequenching; inhibition, % at 10 µM; 200,000 tested, 0.085% active; AID 1385;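 active = inhibition above 40% at the single screening dose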;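 also: 0% = DMSO control wells and 100% = blanks with heterologous ssDNA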
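Material: hRad51 filaments on single-stranded DNA; Reagent: Donor/quencher-labelled 47-bp dsDNA substrate; Compound: 10 µM final, single point; Schedule: 37 °C 15-min filament assembly, 30-min compound preincubation, 15-min exchange; Technique: FRET fluorescence, excitation 485 nm, emission 520 nm; Benchmarks: control wells and blank wells on each plate.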
Starred values were filed as active, the others as inactive; / = not tested or not shown. The list is partial (hit frequency here may not be typical).

SMILES	FXIIa inh	zVAD death inh	Thrombin inh	Cl transport mod	Hck Nef HTS	TNF death inh	FXIa inh	hK5 inh	Rad51 HR inh
COC(=O)c1sc(NC(=O)/C=C/c2ccc(C)o2)nc1C	-1	3.0	-8	1.6	1	2.3	-4	-6	3
O=C(/C=C\Nc1ccc(Br)cc1)c1cccnc1	5	0.3	-9	-0.67	2	1.8	3	-13	12
CC(C)(O)C#Cc1ccc(C(=O)N2CCN(c3ccc([N+](=O)[O-])cc3)CC2)cc1	2	1.8	-7	-0.13	6	-1.4	-3	-3	8
Nc1ccc(C(=O)OCC(=O)N2CCN(C(=O)c3ccco3)CC2)cc1[N+](=O)[O-]	-5	1.2	-9	0.02	1	3.4	-18	-4	3
CC1CCN(CCOCCOc2ccccc2-c2ccccc2)CC1	4	0.0	-4	0.72	-18	2.7	0	-8	19
CC(=O)c1ccc(N2CCN(C(=O)Nc3ccc(C(C)C)cc3)CC2)cc1	0	68	9	-0.99	23	-7.5	-6	-3	-7
COc1ccc(NC(=O)C2CCN(Cc3cnn(-c4ccccc4)c3-n3cccc3)CC2)cc1OC	-1	-0.4	-8	/	0	0.5	-7	13	-16
Clc1ccc(-c2nc(NCCN3CCOCC3)c3ccccc3n2)cc1	15	0.4	5	0.51	9	-4.0	4	3	-1
CC(=O)N1CCCc2cc(S(=O)(=O)NC(C(=O)NC3CCCCC3)C(C)C)ccc21 (stereo not drawn)	3	/	-7	-0.17	4	-0.3	-9	-11	/
Clc1ccc(CSc2snnc2-c2ccccc2)cc1	15	-0.1	-9	/	1	-2.3	5	-9	-5

Record cards, as listed above. Order of values: FXIIa inh, zVAD death inh, Thrombin inh, Cl transport mod, Hck Nef HTS, TNF death inh, FXIa inh, hK5 inh, Rad51 HR inh
`CC(C)(O)C#Cc1ccc(C(=O)N2CCN(c3ccc([N+](=O)[O-])cc3)CC2)cc1` in the list: 2, 1.8, -7, -0.13, 6, -1.4, -3, -3, 8
`CC(=O)N1CCCc2cc(S(=O)(=O)NC(C(=O)NC3CCCCC3)C(C)C)ccc21` (stereo not drawn) in the list: 3, /, -7, -0.17, 4, -0.3, -9, -11, /
`CC1CCN(CCOCCOc2ccccc2-c2ccccc2)CC1` in the list: 4, 0.0, -4, 0.72, -18, 2.7, 0, -8, 19
`Clc1ccc(-c2nc(NCCN3CCOCC3)c3ccccc3n2)cc1` in the list: 15, 0.4, 5, 0.51, 9, -4.0, 4, 3, -1
`Clc1ccc(CSc2snnc2-c2ccccc2)cc1` in the list: 15, -0.1, -9, /, 1, -2.3, 5, -9, -5

The list goes on:
SMILES	FXIIa inh	zVAD death inh	Thrombin inh	Cl transport mod	Hck Nef HTS	TNF death inh	FXIa inh	hK5 inh	Rad51 HR inh
Cc1ccc(NC(=O)Nc2cc(C)on2)cc1	7	15	-14	-1.4	23	1.7	-2	0	7
COc1cccc(N2CCN(CC(=O)NC3=Nc4ccccc4N=C(C)C3c3ccccc3)CC2)c1 (stereo not drawn)	2	-0.8	-5	0.58	25	-6.4	-3	-4	13
O=c1c2ccccc2nc(/C=C/c2cccnc2)n1CCc1ccccc1	1	0.4	-13	-0.81	3	-7.1	-6	12	-7
COc1ccc(OC)c(-n2nnnc2SCC(=O)Nc2ccc3c(c2)OCCO3)c1	8	0.0	1	1.1	4	0.8	6	-17	-1
O=C(NCc1ccco1)c1ccc(Cn2c(=S)[nH]c3ccccc3c2=O)cc1	1	0.0	-7	0.12	6	2.1	4	-22	2
CC[N+]1(CC)CC2=Cc3c(ccc4ccccc34)CC2C1 (stereo not drawn)	19	0.7	2	/	0	0.7	-7	1	2
Cn1c(=O)cc(OCC(=O)N2CCC(N3CCCCC3)CC2)c2ccccc21	6	2.6	-9	/	2	-1.5	0	-17	5
COc1ccc2nnc(-c3ccccc3)n2n1	19	-0.4	0	-0.23	1	-3.5	4	-7	-2
CNCCCc1[nH]nc(N)c1C#N	1	-0.3	5	1.1	1	-2.3	2	0	-2
COc1ccc(N(C)S(=O)(=O)c2cccc(C(=O)N(C)Cc3ccc(C)o3)c2)cc1	8	-1.3	-10	-2.4	25	1.0	-1	-6	-13
CCn1cc(C(=O)NC2CCCCC2C)c(=O)c2ccc(C)nc21 (stereo not drawn)	-4	0.9	-4	-0.56	3	1.5	-4	1	-9
C=CCNC(=O)NC(=O)c1csc([N+](=O)[O-])c1	1	0.5	-4	1.6	9	6.2	-3	-2	9
COc1ccc(C(=O)NC(=S)Nc2nc(C)c(C(=O)N(C)C)s2)cc1	0	0.1	4	0.52	3	-0.5	-1	9	-1
COc1cc(OC)c(C(=O)Oc2ccc3c(c2)OCO3)cc1OC	10	0.1	-5	/	-2	-2.8	-3	3	-2
CN1CCN(c2ccc(S(=O)(=O)N3CCCCC3)cc2[N+](=O)[O-])CC1	7	0.1	2	0.17	18	0.7	-5	1	-1
CCOCCCNCc1cc(Br)ccc1OCc1ccccc1	14	-0.5	-5	0.23	1	2.6	8	-15	4
Clc1ccc(-c2nnc(-c3ccccc3)nc2N2CCSCC2)cc1	0	0.6	3	-0.19	5	-1.5	-4	13	-2
Clc1ccc(-n2c(SCc3nc4ccccc4[nH]3)nnc2-c2ccncc2)cc1	6	0.5	3	/	0	-0.2	-2	4	-3
CNC(=O)c1csc(-c2cccs2)n1	-2	0.9	/	0.15	14	0.8	-1	-3	-2
COc1ccc2[nH]c(C)c(CCNc3ccc(C(F)(F)F)cc3[N+](=O)[O-])c2c1	0	1.2	-9	1.6	-1	3.9	-7	-10	-1
CCn1c(COc2cccc3cccnc23)nnc1SC(F)F	/	0.4	7	0.34	-27	1.7	10	17	-1
O=C(Nc1ccc(Cl)cn1)c1ccccc1F	9	-0.4	-1	0.7	4	-5.1	0	4	12
Cc1ccc(NC(=O)CSCc2nc3c(nnn3Cc3ccc(F)cc3)c(=O)[nH]2)c(C)c1	5	-0.6	-17	-2.4	21	-0.5	5	0	-10
O=c1c(Cl)c(N2CCOCC2)cnn1-c1nc2ccccc2[nH]1	6	69	3	0.14	34	-0.4	-3	-11	17
O=C1N(Cc2cccc(Cl)c2)C[C@@H]2C[C@@H](c3ccco3)N3CCC[C@@]123	12	-0.3	-7	0.029	20	-0.9	-1	0	-3
Cc1ccc(C(=O)CNc2ccc(F)cc2)cc1	8	0.5	-9	-0.84	6	1.3	9	-13	14
CCn1c(SCC(=O)Nc2cc(C)on2)nnc1-c1ccc(S(=O)(=O)N2CCCC2)cc1	19	-0.4	3	0.35	1	-1.2	1	-9	1
CC(C)NC(=O)/C(C#N)=C/c1ccc(N(C)C)o1	15	0.5	7	-1.3	13	-1.5	8	10	/
CC(C)(C)c1ccc2c(c1)OC(C(=O)N/N=C\c1ccncc1)CO2 (stereo not drawn)	3	0.6	-4	0.16	20	-1.1	-4	-2	16
C=CCOc1ccc(C=Nc2ccc(OC)cc2)c(O)c1	13	-0.3	-3	-0.033	11	-0.5	-2	/	/
COc1ccccc1NS(=O)(=O)c1cc(NC(=O)CNC(=O)c2ccc(C)s2)ccc1Cl	13	0.1	-5	-0.47	4	0.1	7	-10	7
O=C(N/N=C/c1c[nH]c2ccc(Br)cc12)C1CC1	6	3.8	1	-0.63	16	-1.0	0	-3	11
Cc1ccc(OCC(=O)N2N=C(c3cccnc3)CC2(O)C(F)(F)F)cc1C (stereo not drawn)	17	1.9	-10	-1.5	1	-2.2	7	-10	-3
NC(=O)COc1ncn(-c2ccccc2)n1	15	1.2	3	/	1	0.6	-14	5	9
COc1ccc(N(CC(=O)N/N=C/c2ccco2)S(=O)(=O)c2ccccc2)cc1	6	0.1	-3	0.54	1	-2.6	-3	-1	-4
CC1CCc2ccccc2N1C(=O)c1cccs1 (stereo not drawn)	14	-0.9	1	-0.46	9	-2.9	6	-10	2
O=C(COc1cccc(NC(=O)c2cccc([N+](=O)[O-])c2)c1)c1ccc(Br)cc1	11	-0.1	2	-0.074	0	-10	4	-12	7
Cc1ccc(Sc2sc(=O)n(C)c2S(=O)(=O)c2ccc(C)cc2)cc1	4	0.9	-9	1.1	17	1.1	-7	-6	4
CCCS(=O)(=O)c1c(S(=O)(=O)CCC)c2c(N)cccn2c1C(=O)OC	5	0.0	-5	-0.11	13	-0.3	1	/	/
O=C(NC(Cc1ccccc1)C(=O)O)OCc1ccccc1 (stereo not drawn)	4	0.2	-7	/	1	-3.7	-1	-3	-5
CCN1CCCC1CN(Cc1cc2ccc(C)cc2[nH]c1=O)C(=S)Nc1ccc(F)cc1 (stereo not drawn)	1	-0.1	10	0.013	15	-4.5	-1	-2	/
CC(=O)N(Cc1cc(=O)[nH]c2ccccc12)c1cccc(C)c1	2	0.6	3	/	1	-1.7	6	2	-2
COc1ccc(C2C3=C(NCCN=C3c3ccccc3)C(=O)N2c2ccccc2)c(OC)c1 (stereo not drawn)	3	0.8	-12	0.39	27	1.2	-3	2	-21
CC(C)C(OC(=O)c1nsc(Cl)c1Cl)C(=O)NC(C)(C)C (stereo not drawn)	2	2.4	3	-1.2	-5	1.2	-1	-30	8
Cc1cccc(NC(=O)C2CCN(S(=O)(=O)c3cccs3)CC2)n1	8	-0.1	-2	-0.48	-2	-1.1	-5	-2	-1
COc1ccc(NC(=O)c2oc3ccccc3c2NC(=O)c2ccc3c(c2)OCO3)cc1	4	-0.2	-2	/	4	-2.0	-3	-6	0
CC(=O)Nc1ccc(S(=O)(=O)N2CCN(c3ccc([N+](=O)[O-])c(NCCN4CCOCC4)c3)CC2)cc1	11	-0.2	-5	0.069	1	5.9	4	4	-2
COc1cc(C2C(C#N)=C(N)Oc3cc(O)ccc32)cc(OC)c1OC (stereo not drawn)	15	-0.1	3	-1.6	2	-8.3	2	2	-4
COc1ccc(-c2cc(C(F)F)n3ncc(C(=O)NCC4CCCO4)c3n2)cc1 (stereo not drawn)	1	0.1	-3	-0.27	1	-4.0	-2	-3	-12
Cc1[nH]nc2c1C(c1cccs1)C1=C(CC(C)(C)CC1=O)N2 (stereo not drawn)	7	-0.5	6	-1.3	0	5.9	-2	-6	18

Further compounds.
SMILES	FXIIa inh	zVAD death inh	Thrombin inh	Cl transport mod	Hck Nef HTS	TNF death inh	FXIa inh	hK5 inh	Rad51 HR inh
CC(C)Oc1ccc(-c2nc(NCC3CCCO3)c3ccccc3n2)cc1 (stereo not drawn)	0	2.3	-9	-0.95	3	-0.7	-4	-7	10
O=c1cc(Cl)[nH]c(=O)n1CCNc1ncc(C(F)(F)F)cc1Cl	-5	0.1	3	/	-1	-2.5	3	25	-58
Cn1cc(S(=O)(=O)N2CCN(c3cccc(Cl)c3)CC2)c(=O)n(C)c1=O	12	0.0	0	-0.054	6	-0.2	0	0	-9
Cc1cc(C)c(S(=O)(=O)Nc2ccc(-c3cn4ccccc4n3)cc2)c(C)c1	22	-1.4	-11	-0.81	0	-0.6	-2	-12	-1
CCOc1cccc(-c2cc(=O)[nH][nH]2)c1	10	1.2	5	-0.64	7	-2.5	9	-19	5
COC(=O)c1c(NC(C)=O)sc2c1CCCCC2	6	0.9	-3	-0.05	0	0.4	7	-15	-1
Cc1cccc(C)c1N1C(=O)c2cccc([N+](=O)[O-])c2C1=O	6	0.0	-2	-0.72	2	0.1	2	-8	-27
O=C(Nc1ccc(OC(F)(F)F)cc1)N1CCN(c2ccnc3cc(Cl)ccc23)CC1	11	71	0	-2.2	10	9.3	3	3	7
Cc1cc(Cl)c(S(=O)(=O)N2CCSCC2)cc1OCC(N)=O	3	-0.2	-3	/	-1	-1.3	0	3	2
